Screens as filed in PubChem BioAssay.
BoNT-F LC inh: inhibitors of Botulinum neurotoxin F light chain protease | Multiplex microsphere protease cleavage assay, flow cytometry | inhibition, % at 10 µM | hit rate 0.22% among 360,000; in the data active = inhibition above about 35%, passing the limit was not always enough; inconclusive = no clear call, values can overlap the other calls; note: plate controls were buffer without enzyme for full effect and enzyme alone for no effect
MazEF act: activators of E. coli MazEF toxin-antitoxin RNase | AID 504720 | hit rate 0.32% among 350,000 | FAM/BHQ RNA-DNA oligo cleavage fluorescence, 5 h | P0AE70 | activation, % at 20 µM; in the data active = activation above about 50%
Target sequence (P0AE70 whole entry, looked up): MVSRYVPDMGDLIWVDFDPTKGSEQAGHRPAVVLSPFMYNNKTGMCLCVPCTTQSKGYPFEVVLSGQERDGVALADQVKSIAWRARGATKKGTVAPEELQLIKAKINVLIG
Rv3671c inh: inhibits the M. tuberculosis serine protease Rv3671c; hit rate 0.048% among 320,000; AID 2606; inhibition, % at 5.96 µM; in the data active = inhibition above about 38%;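 note: extracellular domain of Rv3671c used as enzyme; 0% = enzyme with DMSO and 100% = no enzyme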
Target sequence (P9WHR9 whole entry, looked up, the tested form may be a part): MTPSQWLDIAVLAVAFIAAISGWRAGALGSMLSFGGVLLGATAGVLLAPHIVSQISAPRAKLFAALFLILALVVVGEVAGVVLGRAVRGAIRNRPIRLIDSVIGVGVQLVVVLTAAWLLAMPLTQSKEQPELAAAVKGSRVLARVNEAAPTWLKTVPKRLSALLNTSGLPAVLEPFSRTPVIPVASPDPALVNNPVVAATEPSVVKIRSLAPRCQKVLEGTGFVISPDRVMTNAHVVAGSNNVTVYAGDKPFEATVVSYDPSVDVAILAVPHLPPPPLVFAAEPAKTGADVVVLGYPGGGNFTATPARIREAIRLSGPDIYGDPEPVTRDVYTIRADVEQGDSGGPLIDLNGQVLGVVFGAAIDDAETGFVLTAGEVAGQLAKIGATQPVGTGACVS
Mtb UGM inh: inhibitors of M. tuberculosis UDP-galactopyranose mutase; hit rate 0.06% among 320,000; inhibition, % at 10 µM; purified UGM, fluorescence polarization probe displacement; P9WIQ1; in the data active = inhibition above about 10%, passing the limit was not always enough; inconclusive = no clear call, values can overlap the other calls
Target sequence (P9WIQ1 whole entry, looked up): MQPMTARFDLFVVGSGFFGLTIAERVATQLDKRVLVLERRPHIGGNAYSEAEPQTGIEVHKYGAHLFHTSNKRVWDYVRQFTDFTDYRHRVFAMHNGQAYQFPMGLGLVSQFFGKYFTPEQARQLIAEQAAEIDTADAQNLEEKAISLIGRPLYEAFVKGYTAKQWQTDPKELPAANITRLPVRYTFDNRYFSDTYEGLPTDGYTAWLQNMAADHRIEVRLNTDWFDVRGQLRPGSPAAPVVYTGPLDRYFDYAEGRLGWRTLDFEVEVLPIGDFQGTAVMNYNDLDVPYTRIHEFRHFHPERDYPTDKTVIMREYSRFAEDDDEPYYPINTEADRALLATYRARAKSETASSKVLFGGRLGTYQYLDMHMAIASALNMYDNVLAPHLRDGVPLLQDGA
FadD28 FP inh: M. tuberculosis FadD28 bisubstrate binding inhibition; FadD28 bisubstrate probe binding, fluorescence polarization; inhibition, % at 12.5 µM; hit rate 0.22% among 360,000; in the data active = inhibition above about 8.5%, passing the limit was not always enough; inconclusive = no clear call, values can overlap the other calls
PrPC surface inh: cell surface PrPC inhibition, primary TR-FRET screen. P04156. inhibition, % at 13.8 µM. TR-FRET read-out. hit rate 0.43% among 370,000; in the data active = inhibition above about 24%; note: 0% = median of the test wells and 100% = reference compound wells
Mtb FBA inh: inhibits M. tuberculosis FBA enzyme. inhibition, % at 1 µM. hit rate 2.3% among 360,000. purified M. tuberculosis FBA, fluorescence read-out. P9WQA3; in the data active = inhibition above about 27%;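 note: 0% = vehicle and 100% = reference inhibitor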
BioA inh: BioA (M. tuberculosis) enzyme inhibition | inhibition, % at 9.99 µM | AID 602481 | purified M. tuberculosis BioA enzyme, plate reader | hit rate 0.096% among 360,000; in the data active = inhibition above about 40%; inconclusive = no clear call, values can overlap the other calls
GDH-TPI inh: inhibits GDH-TPI coupling enzymes, artifact for Mtb FBA screen. AID 588335. GDH-TPI coupled enzyme counterscreen, NADH absorbance. inhibition, % at 4.8 µM. hit rate 1.2% among 360,000; in the data active = inhibition above about 30%;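 note: 0% = DMSO wells and 100% = wells lacking the enzyme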
* marks the source's active call; other numbers are inactive results; ? = inconclusive; / = no result given; + = active, no number; & = joins results of further samples.

SMILES | BoNT-F LC inh | MazEF act | Rv3671c inh | Mtb UGM inh | FadD28 FP inh | PrPC surface inh | Mtb FBA inh | BioA inh | GDH-TPI inh
C[C@@H]1OC(Nc2ccc(N=Nc3ccccc3)cc2)[C@H](O)[C@H](O)[C@H]1O (stereo not given in full) | -32 | -2 | 0 | 1.2 | -0.4 | 3 | -3 | 1.4 | 8
CCC(=O)Nc1cc(OC)c(NC(=S)Nc2ccccc2CC)cc1OC | -4 | 8 | / | / | -3.7 | -16 | -1 | 0.6 | -3
S=C(Nc1ccccc1)N1CCCCCC1 | -3 | 7 | 11 | 0.7 | -0.4 | 1 | 1 | -1.1 | -2
O=C(N=Nc1c(O)[nH]c2ccccc12)c1ccc2c(c1)OCO2 | 0 | 19 | -7 | 0.0 | -1.6 | -10 | 5 | / | 25
N=c1c(S(=O)(=O)c2ccc(F)cc2)cc2c(=O)n3ccccc3nc2n1CC1CCCO1 (stereo not given) | 7 | 0 | 0 | 2.1 | 0.6 | -9 | 84* | -4.4 | 7
CCc1ccc(CN(C)C(=O)c2cc(COc3cncc(Cl)c3)on2)cc1 | -5 | -4 | / | / | -0.2 | 7 | 0 | -0.2 | 8
COC(=O)CN1C(=S)N(Cc2ccccc2)C(=O)C1CC(=O)Nc1ccc(OC)cc1 (stereo not given) | 2 | 3 | 3 | -0.1 | -4.2 | -2 | -1 | / | -15
CS(=O)(=O)N(Cc1ccccc1)c1ccc(C(=O)NCC2CCCO2)cc1 (stereo not given) | -12 | 7 | -2 | 1.7 | -0.8 | 2 | -4 | -2.4 | -3
Cc1oc(-c2ccccc2Cl)nc1CS(=O)CC(=O)NC1CC1 (stereo not given) | 3 | -3 | -1 | -0.6 | 0.4 | -9 | 3 | -5.3 | 4
CCCNc1nc2c(c(=O)[nH]c(=O)n2C)n1CCCc1ccccc1 | -1 | -11 | 3 | 3.9 | -3.3 | -1 | -1 | 0.4 | -3
COC[C@H](NS(=O)(=O)c1ccc(Br)cc1F)[C@@H](O)c1ccccc1 | -1 | -2 | / | / | -1.1 | 9 | 3 | 0.6 | -5
CCn1c(SCC(=O)Nc2ccc3c(c2)OCO3)nnc1-c1ccccc1O | -4 | -1 | -9 | -0.7 | -3.1 | 5 | 2 | 3.5 | 6
CCn1c(Cc2ccc(OC)cc2)nnc1SCC(=O)Nc1cccc(C(=O)OC)c1 | 5 | 5 | -2 | 2.5 | -5.4 | 8 | -1 | 1.1 | -1
CCOc1ccc2nc(NC(=O)c3ccco3)sc2c1 | ? | -3 | -15 | 2.5 | -1.7 | 31* | -1 | -0.5 | 30
O=C(Cc1ccccc1Cl)N1CCN(c2ccccn2)CC1 | 1 | 5 | 1 | 1.5 | 0.0 | -2 | 10 | -0.3 | -1
CCCc1c(C)nc(-c2ccc(C)cc2)nc1OC(=O)N(C)C | -11 | 6 | 4 | 3.4 | -1.1 | -6 | -1 | / | -1
COc1ccc(NC(=O)C[C@H]2C(=O)N(Cc3ccccc3)C[C@@H]2Cc2ccccc2)cc1 | -6 | -1 | / | / | -3.6 | 5 | -1 | 11 | 3
CCOc1ccc(N(C(=O)c2snc(C(N)=O)c2N)C(C(=O)NCC2CCCO2)c2ccc(C)o2)cc1 (stereo not given) | 7 | 9 | / | / | -5.0 | 2 | 1 | -0.2 | -1
Cc1cccc(CCN2C(N(C)C)=NC[C@@H]2Cc2ccccc2)c1 | -4 | 12 | -1 | 0.6 | -2.7 | 10 | 6 | -2.0 | 10
CC(C)(C)OC(=O)C[C@H]1C/C=C\C[C@@H](CC(=O)N(CCO)Cc2ccccc2)C(=O)N[C@@H](c2ccccc2)COC1=O | 8 | 4 | 4 | -1.7 | -4.1 | 0 | -2 | -0.5 | 3
O=C(Cc1cc(=O)[nH][nH]1)N/N=C/C(Cl)=C/c1ccccc1 | -5&-5 | 1&-3 | -27&-32 | -1.3&1.6 | -2.2&1.7 | 4&-1 | -1&2 | -0.1 | 7&-2
CN(C(=O)c1ccccc1Cl)c1ccccc1 | 14 | 3 | 2 | 3.9 | -0.8 | -1 | 1 | -1.7 | -5
Cc1ccc(Cn2ccsc2=NC(=O)CCl)cc1 | -1 | 1 | 3 | -0.5 | -3.5 | 5 | -1 | / | -2
O=[N+]([O-])c1cc(S(=O)(=O)Nc2cccc(Cl)c2)ccc1N/N=C/c1ccc(N2CCOCC2)cc1 | -13 | -2 | 10 | -1.1 | -1.6 | -1 | 0 | -0.4 | 4
COC(=O)c1ccc(COC(=O)C2CCN(S(=O)(=O)c3c(Cl)cccc3Cl)CC2)o1 | 8 | -5 | -8 | -1.2 | -1.5 | 8 | 1 | / | 0

Structural class: the entries above with an aryl methoxy group (4)
SMILES | BoNT-F LC inh | MazEF act | Rv3671c inh | Mtb UGM inh | FadD28 FP inh | PrPC surface inh | Mtb FBA inh | BioA inh | GDH-TPI inh
CCC(=O)Nc1cc(OC)c(NC(=S)Nc2ccccc2CC)cc1OC | -4 | 8 | / | / | -3.7 | -16 | -1 | 0.6 | -3
COC(=O)CN1C(=S)N(Cc2ccccc2)C(=O)C1CC(=O)Nc1ccc(OC)cc1 (stereo not given) | 2 | 3 | 3 | -0.1 | -4.2 | -2 | -1 | / | -15
CCn1c(Cc2ccc(OC)cc2)nnc1SCC(=O)Nc1cccc(C(=O)OC)c1 | 5 | 5 | -2 | 2.5 | -5.4 | 8 | -1 | 1.1 | -1
COc1ccc(NC(=O)C[C@H]2C(=O)N(Cc3ccccc3)C[C@@H]2Cc2ccccc2)cc1 | -6 | -1 | / | / | -3.6 | 5 | -1 | 11 | 3

In the list so far, these have an aryl thioether with sulfur outside any ring.
SMILES | BoNT-F LC inh | MazEF act | Rv3671c inh | Mtb UGM inh | FadD28 FP inh | PrPC surface inh | Mtb FBA inh | BioA inh | GDH-TPI inh
CCn1c(SCC(=O)Nc2ccc3c(c2)OCO3)nnc1-c1ccccc1O | -4 | -1 | -9 | -0.7 | -3.1 | 5 | 2 | 3.5 | 6
CCn1c(Cc2ccc(OC)cc2)nnc1SCC(=O)Nc1cccc(C(=O)OC)c1 | 5 | 5 | -2 | 2.5 | -5.4 | 8 | -1 | 1.1 | -1

Next section
SMILES | BoNT-F LC inh | MazEF act | Rv3671c inh | Mtb UGM inh | FadD28 FP inh | PrPC surface inh | Mtb FBA inh | BioA inh | GDH-TPI inh
CN(CC(=O)Nc1ccccc1Cl)C(=O)Cn1cnc2ccc(Cl)cc2c1=O | -4 | 10 | -7 | -1.4 | -1.5 | -1 | 2 | -0.5 | -1
CC(=O)c1ccc(S(=O)(=O)N2CCC(NC(=O)c3ccccc3)CC2)cc1 | -24 | 1 | / | -1.7 | -0.2 | -9 | -2 | 0.1 | -1
CCn1c(=O)c2c3c(sc2n2cnnc12)CCC3 | -5 | 1 | 1 | 1.6 | -2.2 | -1 | 6 | / | 10
COc1ccc(C(C#N)C2(C)OCCO2)cc1OC (stereo not given) | -3 | -2 | -9 | -5.6 | -0.3 | -2 | 1 | / | 3
COc1ccc(/C=C/C(=O)NCc2cn(C)nc2C)cc1COc1ccc(Br)cc1 | -27 | 5 | -13 | 1.2 | -3.0 | -3 | 1 | / | -7
CCOC(=O)COc1c(Cl)cc(/C=C2\N=C(C)OC2=O)cc1OC | / | 17 | 3 | 3.5 | 0.5 | -4 | -1 | -0.4 | 9
N=c1oc2ccc3ccccc3c2cc1-c1nnc2n1CCCCC2 | 5 | -2 | -5 | 1.2 | 1.9 | -14 | + | -0.9 | 18
COC(=O)C1Cc2c([nH]c3ccccc23)C2(CCN(Cc3ccccc3)CC2)N1 (stereo not given) | 41* | -112 | 3 | 1.8 | -1.7 | -12 | 0 | -0.3 | 7
Cn1c(=O)cc(OCCCC(=O)NC2CCCC2)c2ccccc21 | 8 | 2 | -11 | -2.2 | -0.5 | -4 | 0 | -0.7 | 21
Cn1ncc(Cl)c1C(=O)N1CCN(c2ccc(Cl)c(Cl)c2)CC1 | 10 | -2 | 0 | 1.5 | -0.5 | 5 | 0 | 4.7 | 7
COc1ccc(NC2CCCN(C(=O)CCCN3CCCCC3=O)C2)cc1 (stereo not given) | 6 | 5 | 4 | -0.2 | 0.5 | 1 | 1 | -0.5 | -1
O=S(=O)(c1ccccc1)c1cc(O)ccc1O | 3 | 7 | -5 | 2.4 | 0.4 | 3 | 4 | -3.8 | 9
CC(C)C(NC(=O)C1CCCCC1)C(=O)NCc1ccccn1 (stereo not given) | -1 | -14 | -1 | -2.9 | -3.9 | 0 | -1 | -0.2 | -9
CSc1ccc(CN2CCC(n3nccc3NC(=O)CCCc3ccccc3)CC2)cc1 | 5 | -7 | 0 | -2.6 | -2.7 | 1 | 0 | -0.8 | 0
COc1ccc(NC(=O)/C=C/c2cccc(F)c2)cn1 | -7 | 13 | -4 | 1.0 | -4.0 | 3 | 2 | -0.2 | 7
COc1cc(N)ccc1NC(=O)c1cccs1 | -6 | 11 | -3 | -2.3 | -1.3 | -10 | 2 | -1.2 | 1
CC(C)(C)C1C=C(Sc2ccccc2)C(=O)O1 (stereo not given) | -11 | -1 | -2 | -0.6 | -1.2 | -2 | -1 | -0.3 | 6
CCN1CCN(C(c2cccs2)C(C)NC(=O)c2ccccc2)CC1 (stereo not given) | 6 | 7 | 1 | 3.3 | -1.1 | -5 | -2 | -3.9 | 10
Cc1ccccc1-c1cc2nc(NCCCN(C)C)n(C)c(=O)c2s1 | 0 | / | / | / | -4.3 | -3 | 0 | 3.2 | 17
CCc1c(C)nn(C(=O)/C(C#N)=C\N(C)C)c1C | -2 | -3 | 0 | -2.5 | 0.8 | 0 | 3 | / | 3
COc1ccc(CNS(=O)(=O)c2cc(OCC(N)=O)c(C)cc2Cl)cc1 | 3 | 5 | -8 | 0.1 | -0.5 | 1 | 1 | -1.4 | 2
O=C(N/N=C/C(c1ccccc1)c1ccccc1)c1ccccc1F | 0 | 6 | 8 | -1.8 | 0.2 | -4 | -3 | / | 0
Cc1cccc(C(=O)Nc2sc3c(c2C(=O)O)CCC3)c1 | 4 | -1 | -10 | 0.5 | 2.8 | -5 | 8 | 0.9 | 12
C#CCCc1cscc1/C=[N+](\[O-])c1ccc(C(=O)OCC)cc1 | -6 | 4 | 0 | 1.3 | 0.1 | 5 | 0 | -0.9 | 6
CNC[C@@H]1Oc2cc(Br)ccc2S(=O)(=O)N([C@H](C)CO)C[C@H]1C | -4 | 6 | / | / | 0.1 | 1 | -2 | 0.7&-2.1&-2.6 | 8
O=C(NCc1ccc2c(c1)OCO2)C1CCCN(S(=O)(=O)c2cccnc2)C1 (stereo not given) | -16 | 1 | 3 | -3.1 | -1.4 | -3 | 8 | 0.9 | 3
CCN(CC)S(=O)(=O)c1cc(NC(=O)CNc2c(C)n(C)n(-c3ccccc3)c2=O)ccc1C | 1 | 5 | 3 | -0.2 | 0.5 | -1 | 1 | -1.8 | -3
CCn1nc(C)c(CNC(=O)CC2C(=O)NCCN2CC(C)C)c1C (stereo not given) | -5 | 1 | 10 | 1.9 | 0.4 | 2 | 4 | -1.1 | 3
COc1ccc(CN2CCCC(CNC(=O)c3ccc(F)cc3)C2)c(F)c1 (stereo not given) | 0 | -2 | -4 | 4.8 | -2.8 | -7 | 0 | / | -8
O=C(N1CCCCCC1)N1CCN(S(=O)(=O)N2CCCCC2)CC1 | ? | 5 | 1 | -0.4 | -0.6 | -5 | 2 | 0.9 | 3

Profiles as entered above. Order of values: BoNT-F LC inh	MazEF act	Rv3671c inh	Mtb UGM inh	FadD28 FP inh	PrPC surface inh	Mtb FBA inh	BioA inh	GDH-TPI inh
Record of O=C(NCc1ccc2c(c1)OCO2)C1CCCN(S(=O)(=O)c2cccnc2)C1 (stereo not given) : -16	1	3	-3.1	-1.4	-3	8	0.9	3
Record of CC(C)(C)C1C=C(Sc2ccccc2)C(=O)O1 (stereo not given) : -11	-1	-2	-0.6	-1.2	-2	-1	-0.3	6
